14-3-3 PPI: 14-3-3 gamma protein interaction modulation; P61981; FP, 14-3-3gamma / TMR-pS259-Raf peptide binding; inhibition, % at 40 µM; 160,000 tested, 0.19% active; in the data active means inhibition above about 30%;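 further: 0% = protein plus tracer without compound and 100% = blank with tracer alone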
Target sequence (P61981 whole entry, looked up): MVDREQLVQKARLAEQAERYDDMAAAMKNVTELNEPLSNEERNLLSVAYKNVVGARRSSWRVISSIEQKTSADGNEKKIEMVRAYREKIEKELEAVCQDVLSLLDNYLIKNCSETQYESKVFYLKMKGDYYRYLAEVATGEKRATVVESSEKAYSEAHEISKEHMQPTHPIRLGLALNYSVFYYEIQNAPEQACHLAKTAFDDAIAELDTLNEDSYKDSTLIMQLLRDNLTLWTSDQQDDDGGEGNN
* hit, by the source's call; & = joins results of further samples.

14-3-3 PPI	Compound
0.2	COc1ccc(/C(O)=C2\C(=O)C(=O)N(CCN3CCNCC3)C2c2ccc(C)cc2)cc1 (stereo unspecified)
-5.0	COc1ccc(OC)c(-n2c(=O)c3ccccc3n(CC(=O)Nc3cc(C)[nH]n3)c2=O)c1
-1.6&3.2	COc1ccccc1CNc1ncnc2nc[nH]c12
6.0	CCOC(=O)c1cnc2ccc(OC)cc2c1Nc1cccc(OC)c1
3.0	O=C(NCCc1ccncc1)Nc1ccccc1Cl
-5.2	CCc1cc(C)cc(OCC(O)Cn2c[n+](C)c3ccccc32)c1 (stereo unspecified)
0.8&-9.9	O=C(NCc1cccnc1)c1cc(S(=O)(=O)N2CCCCC2)ccc1Cl
3.8	Cc1ccsc1C1Nc2ccccc2NC2=C1C(=O)CC(C)(C)C2 (stereo unspecified)
1.3	CCOC(=O)C1=C(C)NC(=S)NC1c1cccc(Br)c1 (stereo unspecified)
-11.7	O=C1Nc2ccc(NS(=O)(=O)c3cccs3)c3cccc1c23

A section of the results above, as a working copy:
14-3-3 PPI	Compound
1.3	CCOC(=O)C1=C(C)NC(=S)NC1c1cccc(Br)c1 (stereo unspecified)
-11.7	O=C1Nc2ccc(NS(=O)(=O)c3cccs3)c3cccc1c23

(further entries)
14-3-3 PPI	Compound
2.5	COc1ccc(-n2c(SCC(N)=O)nc3sc4c(c3c2=O)CCCCC4)cc1
-9.1	CCOc1nc(C)ccc1-c1noc(C)n1
-9.1	O=C(CSc1nnc(-c2cccnc2)n1Cc1ccccc1)c1ccc(Br)cc1
8.3	CC1CCN(c2nc3ccccc3nc2C(C#N)C(=O)NC2CCCCC2)CC1 (stereo unspecified)
-2.3	O=C(Nc1ccccc1O)c1cc2cc(Br)ccc2oc1=O
20.0	O=C(O)c1ccccc1C(=O)Nc1cccc(Cl)c1
-4.8	COc1ccc(OC)c(C(C)NC=O)c1 (stereo unspecified)
-3.2	COc1ccc(S(=O)(=O)N2CCCC(C(=O)N3CCN(C)CC3)C2)cc1C (stereo unspecified)
-17.0	O=C(CCCn1c(=S)[nH]c2ccsc2c1=O)Nc1ccc2c(c1)OCO2
1.9	Oc1c(C(Nc2ccccn2)c2cccc(Oc3ccccc3)c2)ccc2cccnc12 (stereo unspecified)
-9.1	CC1CCc2c(sc(NC(=O)c3cccc(S(=O)(=O)NC4CCCCC4)c3)c2C#N)C1 (stereo unspecified)
0.5	O=C1C2C3C=CC(CC3)C2C(=O)N1c1ccccc1Cl (stereo unspecified)
-14.7	O=C(Nc1cccc(C(F)(F)F)c1)c1ccc(NC(=O)c2cccc(Br)c2)cc1
-4.0	CN1CCN(CC(=O)n2c3c(c4ccccc42)CCCC3)CC1
-1.2	Cc1nnc(SCC(=O)Nc2ccc(Oc3ccccc3)cc2)n1N
-2.7	O=C(Nc1ccccc1C(F)(F)F)c1cc(-c2ccccc2O)on1
-2.3	CC(C)c1ccc(NC(=O)C2C3C=CC4(O3)C2C(=O)N(CC2CCCO2)C4C(=O)NC2CCCCC2)cc1 (stereo unspecified)
-3.2	NC(=O)C1(N2CCCCC2)CCN(c2nc(-c3ccccc3F)nc3ccccc23)CC1
-2.7	COc1cc(C2Nc3ccc4ccccc4c3C3=C2C(=O)CC(C)(C)C3)cc(OC)c1O (stereo unspecified)
-14.1	COc1ccc(Cl)cc1NS(=O)(=O)c1ccc2c(c1)CCN2C(C)=O
4.4	CCOc1ccc(S(=O)(=O)N(CC(=O)Nc2cccc(C)c2)c2ccccc2)cc1
-0.4	O=C(CSc1nc(C2CC2)nc2sc3c(c12)CCCC3)NCc1ccco1
-35.8	COc1ccc(-c2nc3cc(NC(=O)c4cccc(OC(C)C)c4)ccc3o2)cc1
-56.2	C=CCSc1nnc2c(n1)OC(c1cccc([N+](=O)[O-])c1)Nc1ccc(Br)cc1-2 (stereo unspecified)
-3.1&4.1	O=C(Cn1c(NCCO)nc2ccccc21)c1cccs1
-3.9	Cc1c(C(=O)N2CCN(c3ccccc3)CC2)sc2ncn(CC(=O)N3CCCCC3)c(=O)c12
-3.0	COc1ccccc1NC(=O)c1cc(S(=O)(=O)N2CC3CC(C2)c2cccc(=O)n2C3)ccc1F (stereo unspecified)
-6.2	O=C(CCCn1c(=O)[nH]c2ccsc2c1=O)N1CCc2ccccc2C1
6.2	O=S(=O)(NCCc1ccccc1)c1ccc(S(=O)(=O)N2CCCCC2)cc1
-3.8	Nc1c(C(=O)NCCN2CCOCC2)c2nc3ccccc3nc2n1-c1ccccc1
-5.6	COc1ccc(C(=O)NCCc2cc3c(OC)ccc(OC)c3[nH]c2=O)cc1
-14.0	COc1ccccc1NC(=O)C(Cc1ccc(Cl)cc1)c1nn[nH]n1 (stereo unspecified)
-6.5	C=CCn1c(SCc2ccc(OC)cc2)nnc1-c1cccnc1
-11.9	COC(=O)Oc1ccc2c(=O)c(-c3ccccc3OC)coc2c1
-0.9	CCN(CC)C(=O)CN(c1cccc([N+](=O)[O-])c1)S(=O)(=O)c1ccccc1
-5.8	Cc1ccc(C(=O)Nc2c3c(nn2C(C)(C)C)CS(=O)(=O)C3)cc1
-3.9	Cc1cc(NC(=O)CCC(=O)N(CCC(C)C)CC(=O)NCC2CCCO2)no1 (stereo unspecified)
-12.0	O=C(Oc1ccccc1)c1ccc(-n2cnnn2)cc1
-16.2	CCCCCNC(=O)C(C#N)c1nc2ccccc2nc1N1CCCC1 (stereo unspecified)
12.6	CC(=O)N1CCc2cc(S(=O)(=O)CCC(=O)Nc3cccc(C)c3)ccc21

Reformatted field by field: entries from further up
> CCCCCNC(=O)C(C#N)c1nc2ccccc2nc1N1CCCC1 (stereo unspecified)
  14-3-3 PPI: -16.2
> COc1ccccc1NC(=O)C(Cc1ccc(Cl)cc1)c1nn[nH]n1 (stereo unspecified)
  14-3-3 PPI: -14.0
> Cc1cc(NC(=O)CCC(=O)N(CCC(C)C)CC(=O)NCC2CCCO2)no1 (stereo unspecified)
  14-3-3 PPI: -3.9

Other entries.
14-3-3 PPI	Compound
-11.7	CC(Oc1ccc2c3c(c(=O)oc2c1)CCC3)C(=O)OC1CCCCC1 (stereo unspecified)
-3.6	CCCc1cc(=O)[nH]c(SCC(=O)Nc2cc3c(cc2C(C)=O)OCO3)n1
15.2	COc1ccc(-n2c(C)nc3cc(C(=O)O)ccc32)cc1
-2.2	CCOc1ccc(/C(O)=C2\C(=O)C(=O)N(CCN(C)C)C2c2ccccc2F)cc1C (stereo unspecified)
0.9	CC1(C)C(c2ccccn2)=[N+]([O-])C(C)(C)N1O
4.0	COc1ccc(C(=O)N2CCC(C(=O)Nc3ccc(OC)cc3OC)CC2)cc1
0.0	O=C(NCc1ccncc1)C1c2ccccc2Oc2ccccc21
-3.5	O=C(CCN1CCCCC1c1cccnc1)NCc1ccccc1 (stereo unspecified)
-2.9	Cc1c(C(=O)Nc2cnc3ccccc3c2)sc2ncn(CC(=O)N3CCCCC3)c(=O)c12
-6.8	CCCCNC(=O)c1ccc(N2CC3CC(C2)c2cccc(=O)n2C3)c(NS(=O)(=O)c2ccc3c(c2)OCCO3)c1 (stereo unspecified)
-3.6&-1.8	CC(=O)Nc1ccc2nc(C3CCCCC3)[nH]c2c1
-15.3	CCn1cc(C(=O)NCc2ccco2)c(=O)c2cc(S(=O)(=O)N3CCc4ccccc4C3)ccc21
-0.9	Cc1ccc(-n2ncc3c(NCCCOC(C)C)ncnc32)c(C)c1
-8.2	COCC(=O)N(c1ccccc1)C(C)C(=O)OC (stereo unspecified)
-5.6	COC(=O)C1=C(C)Nc2[nH]c(=O)[nH]c(=O)c2C1c1cccs1 (stereo unspecified)
-7.3	CC(=O)Nc1cc(NC(=O)CCCC(=O)O)ccc1Cl
0.7	Cc1cc(N(C)C)cc(C)[n+]1[O-]
-33.9	Cc1ccc(NC(=O)c2ccccc2NC(=O)c2cccs2)c(C(=O)c2ccccc2)c1
-1.2	COC(=O)c1c(NC(=O)CSc2nnnn2-c2ccc3c(c2)OCO3)sc(C)c1C
-5.2	CC(NC(=O)c1ccco1)C(=O)OCc1cccc(Cl)c1 (stereo unspecified)

Looked up one by one from above (2):
14-3-3 PPI	Compound
-7.3	CC(=O)Nc1cc(NC(=O)CCCC(=O)O)ccc1Cl
-0.9	Cc1ccc(-n2ncc3c(NCCCOC(C)C)ncnc32)c(C)c1

New compounds follow.
14-3-3 PPI	Compound
-6.8	Cc1ccc(C2CC(C(F)(F)F)n3nc(C(=O)N4CCN(C(=O)c5ccccc5)CC4)c(Cl)c3N2)cc1 (stereo unspecified)
-11.5	Cc1ccc2c(c1)N1C(=O)c3ccccc3C1C1=C(CC(C)(C)CC1=O)N2 (stereo unspecified)
-8.7	COC(=O)c1nc(N)nc(Nc2ccccc2C)n1
6.8	CNC(=O)c1cc(S(=O)(=O)N(C)C)ccc1Cl
-2.1	CC(C)CCOc1cccc(OCC(=O)N(C)C2CCS(=O)(=O)C2)c1 (stereo unspecified)
11.0	O=C(O)C1CCCCC1C(=O)NCCc1c[nH]c2ccccc12 (stereo unspecified)
-5.7	O=c1c2c(nc(SCc3ccccc3F)n1-c1ccccc1)CCS2
15.5	O=C(OCCN1CCN(C2=NS(=O)(=O)c3ccccc32)CC1)c1cccc2ccccc12
-1.2	O=C(CSc1nc2c([nH]c3ccccc32)c(=O)n1-c1ccccc1)c1ccccc1
-10.8	O=c1cc(-c2ccccc2)nc2nc(CCc3ccccc3)[nH]n12
-5.3	O=[N+]([O-])c1ccc(C2Nc3ccc(F)cc3C3C=CCC32)cc1 (stereo unspecified)
-0.6&-16.7	CCN(CCNS(=O)(=O)c1ccc2c(c1)oc(=O)n2C)c1ccccc1
-2.0	O=C(Nc1ccc(O)c(-c2nc3ccccc3s2)c1)c1cccs1
-5.7	O=C1c2cc(S(=O)(=O)N3CCCC3)ccc2-c2ccc(S(=O)(=O)N3CCCC3)cc21
-3.9	CC(C)(C)c1ccc(S(=O)(=O)N2CCN(c3ncnc4sc5c(c34)CCCC5)CC2)cc1
-1.8	CCN(CC)CCCC1(CN)OCCc2ccccc21 (stereo unspecified)
-4.6	O=C(Nc1sc2c(c1C(=O)N1CCCCC1)CCCCC2)c1ccccc1F
-19.1	CCOc1ccc(N(C)S(=O)(=O)c2ccc3[nH]cc(C(=O)NCc4cccnc4)c(=O)c3c2)cc1
-2.9	COC(=O)c1ccc2c(c1)C=CC1(O2)c2ccccc2-c2ccccc2N1C (stereo unspecified)
-10.0	CCN1CCCC1CNC(=O)c1cc(Nc2ccc(C)c(C)c2)nc2ccccc12 (stereo unspecified)
-3.1	COn1c(SCC(=O)N(C)C)nc2ccccc2c1=O
-46.2	COc1ccc(C=Nc2ccc(O)c(-c3nc4c(C)cccc4o3)c2)cc1Cl
3.1	CCCCNCC(=O)c1c(N)n(C)c(=O)n(C)c1=O
-4.9	CC(=O)c1ccc(N2CCN(C(=O)C3(S(=O)(=O)c4ccc(Cl)cc4)CC3)CC2)cc1
4.2	O=C1NCC(COCc2ccccc2)O1 (stereo unspecified)
-13.3	Cc1ccc(-c2nnc(Nc3ccc(C(N)=O)cc3)c3ccccc23)cc1S(=O)(=O)N(C)C
-14.8	C#CCOc1c(Br)cc(C2C3=C(CCCC3=O)NC3=C2C(=O)CCC3)cc1OCC
1.1	COCCn1c(C)cc(C(=O)CSc2n[nH]c(N)n2)c1C
-29.7	C=CCNc1cc(C)nc2ccc(C)cc12
-0.9	CCC(C)C(=O)N1c2ccccc2C(N(C(=O)C(C)CC)c2ccccc2)CC1C (stereo unspecified)
-14.5	O=S1(=O)NC(=NCCCCCCO)c2ccccc21
-6.2	CCn1nnnc1SCC(=O)c1cc(OC)ccc1OC
1.2	N#CCSc1nc2c(sc3ccccc32)c(=O)n1CCc1ccccc1
-10.7	O=C(NCc1ccc(F)cc1)C1CCCN(S(=O)(=O)c2ccc(Br)s2)C1 (stereo unspecified)
-6.3	CC(C)(C)c1nnc2sc(SCC(=O)c3ccccc3)nn2c1=O
-5.3	Cc1cc2cc(CNC(=O)C(C)C)ccc2[nH]1
-2.5	CCOCCCNC(=O)CN1C(=O)COc2ccc(C(C)(C)C)cc21
1.6	CC(C)NC(=O)C1CCN(C(=O)c2cc3sccc3n2Cc2ccc(F)cc2)CC1
-6.1	COc1ccc(C(=S)N2CCCC2)c(OC)c1
-16.6	CCCn1cnc2c(cnn2-c2ccccc2)c1=O

Of the compounds above, three contain a CF3 group.
14-3-3 PPI	Compound
-14.7	O=C(Nc1cccc(C(F)(F)F)c1)c1ccc(NC(=O)c2cccc(Br)c2)cc1
-2.7	O=C(Nc1ccccc1C(F)(F)F)c1cc(-c2ccccc2O)on1
-6.8	Cc1ccc(C2CC(C(F)(F)F)n3nc(C(=O)N4CCN(C(=O)c5ccccc5)CC4)c(Cl)c3N2)cc1 (stereo unspecified)

Continued:
14-3-3 PPI	Compound
-63.1	COc1ccc2c(c1)c(C=Cc1nc3ccccc3c(=O)n1-c1cccc(C)c1)c(C)n2C
4.9	O=c1[nH]c2ccc(S(=O)(=O)N3CCN(c4ccc([N+](=O)[O-])cc4)CC3)cc2o1
-1.1	CC1CCCN(S(=O)(=O)c2ccc(F)c(C(=O)NCc3cccnc3)c2)C1 (stereo unspecified)
-2.7	CC1CCCCN1C(=O)CCS(=O)(=O)c1ccc(Br)cc1 (stereo unspecified)
-44.2	Cc1cccc(CCn2c(=O)c3ccccc3n(Cc3cc(=O)n4c(C)cccc4n3)c2=O)c1
-7.2	Cc1ccc(S(=O)(=O)Nc2ccc3c(c2)ncn3C(C)(C)C)cc1
-11.6	CSc1nnc2c(n1)OC(c1ccc(O)cc1)Nc1ccc(Br)cc1-2 (stereo unspecified)
-5.9	COc1ccccc1N1CCN(C(=O)CCS(=O)(=O)c2cc(Br)cc3c2N(C(=O)C2CC2)CC3)CC1
-4.2	COc1ccccc1C1Oc2ccccc2C2=C1C(c1ccc(C)cc1)n1ncnc1N2 (stereo unspecified)
-14.4	COC(=O)c1cc(NC2OC(=O)c3ccccc32)cc(C(=O)OC)c1 (stereo unspecified)
-1.3	O=S(=O)(c1ccc(C2CCCCC2)cc1)N1CCCc2ccccc21
-9.1	CC1CCN(S(=O)(=O)c2ccc3ncn(CC(=O)N4CCN(c5ccccc5)CC4)c(=O)c3c2)CC1

This is a subset, so the mix of outcomes need not match the whole.
